# SDO1 yeast rescue = compounds rescuing growth of sdo1-depleted yeast, bone marrow failure model | S. cerevisiae sdo1-depleted JHY4D growth rescue, OD600 30 h; active compounds read high; pdr5 snq2 efflux-pump mutant strain | z-score at 10 µM | 140,000 compounds, 0.21% hits | AID 817;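 active = z-score above 3 at both the 24 hr and the 30 hr optical density reads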;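 note: z-score against mean and SD of all compound wells on the same plate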
# INS promoter inh = TRM-6 insulin promoter activity inhibition; TRM-6 cells (human fetal islet line), insulin promoter-eGFP reporter, imaging; reporter expression induced with tamoxifen; inhibition, % at 2 µM; 130,000 compounds, 0.9% hits;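 active = inhibition above the mean plus 3 SD, with well images judged a real hit on visual review, cut at about 60% in these data, passing the limit was not always enough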
# SDO1 yeast rescue Rescue 24 h = recorded beside SDO1 yeast rescue, whose call it bears; z-score; S. cerevisiae sdo1-depleted JHY4D growth rescue, OD600; measured here: growth rescue at 24 h;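 0 is the plate mean of compound wells and units are plate SD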
# An asterisk follows results filed as active; i = inactive; . = no result given.
Structure	SDO1 yeast rescue	SDO1 yeast rescue Rescue 24 h	INS promoter inh
Cc1ccc(NC(=O)CS(=O)CC(=O)N(CC(=O)NC2CCCC2)c2cc(C)ccc2C)cc1 (stereo unspecified)	-0.68	-1.2	-9
Cn1nnc2cc(C(=O)NC(C)(C)C)ccc21	0.06	-0.16	.
Cc1cc(C)cc(-n2nnnc2SCC(=O)Nc2nc(-c3ccc(F)cc3)cs2)c1	0.7	2.1	32
CN(c1ccccc1)S(=O)(=O)c1ccc(C(=O)OCC(=O)NCc2ccco2)cc1	-0.51	-0.46	-23
Cc1ccc2nc(C3CCN(CC(=O)N4CCCCCC4)CC3)[nH]c2c1	0.82	1.3	17
Cc1ccccc1-n1nc(C(=O)O)c(C)c(C#N)c1=O	0.85	0.37	-4
CCOc1cc(N2CCOCC2)c(OCC)cc1NC(=O)C(NC(=O)c1ccco1)C(C)C (stereo unspecified)	1	1.1	-23
NC1=NC(=O)C2(COC(c3ccncc3)OC2)S1 (stereo unspecified)	.	.	-9
OC1(c2ccccc2F)CCN(Cc2nnc(-c3ccccc3)o2)CC1	-0.03	-0.18	.
CCCn1nc(C(=O)OCC(=O)c2ccc3c(c2)NC(=O)CO3)c2ccccc2c1=O	1.8	2.5	19
Cc1ccc2c(Cl)c(C)c(N3CCCC3)nc2n1	-0.23	0.21	77*
Cc1cccc(C(=O)Nc2nccs2)c1[N+](=O)[O-]	0.4	-0.48	4
COc1cc2c(C)nc(C)c(C#N)c2cc1OC	0.19	-0.62	-43
Cn1c(N)c(C(=O)CSc2nc3ccccc3c(=O)n2CCCN2CCOCC2)c(=O)n(C)c1=O	.	.	9
Cc1nc(-c2cccc(C(F)(F)F)c2)sc1C(=O)O	.	.	-71
N#CC1=C(SCC(=O)Nc2nccs2)NC(=O)CC1c1ccccc1 (stereo unspecified)	0.11	-0.24	45
CCN(CC)c1ccc(NC(=O)CSc2nc3ccccc3c(=O)[nH]2)cc1	0.8	0.61	-4
O=C1SC(SCc2ccccc2)=N/C1=C\c1ccco1	-0.78	-0.59	31
Cc1c(C(=O)Nc2ccncc2)oc2c1C(=O)CC(C)(C)C2	0.51	-0.36	-357
Cc1ccccc1C(=O)NC(CC(C)C)C(=O)OCc1cc(=O)n2cc(Br)ccc2n1 (stereo unspecified)	0.02	-0.15	7
Cc1ccc(S(=O)(=O)NC2=NCN(Cc3cccnc3)CN2)cc1	0.36	-0.11	.
CCCCOC(=O)c1ccc(NC(=O)/C=C/c2cccs2)cc1	-0.46	-1.2	.
CC(=O)C1=C(O)C(=O)N(c2ccc(S(N)(=O)=O)cc2)C1c1ccccc1F (stereo unspecified)	-0.1	-1.1	-6
Brc1c(CSc2nc3ccccc3o2)nc2ncccn12	0.27	0.07	-7
CCCCOc1ccc(C(=O)N2CCCC2)cc1	0.38	-0.03	-10

# A portion from further up, for reference:
Structure	SDO1 yeast rescue	SDO1 yeast rescue Rescue 24 h	INS promoter inh
Cc1ccc(NC(=O)CS(=O)CC(=O)N(CC(=O)NC2CCCC2)c2cc(C)ccc2C)cc1 (stereo unspecified)	-0.68	-1.2	-9
Cn1nnc2cc(C(=O)NC(C)(C)C)ccc21	0.06	-0.16	.
Cc1cc(C)cc(-n2nnnc2SCC(=O)Nc2nc(-c3ccc(F)cc3)cs2)c1	0.7	2.1	32
CN(c1ccccc1)S(=O)(=O)c1ccc(C(=O)OCC(=O)NCc2ccco2)cc1	-0.51	-0.46	-23

# Other compounds
Structure	SDO1 yeast rescue	SDO1 yeast rescue Rescue 24 h	INS promoter inh
O=C(NC(=S)NC1CCCC1)c1ccccc1Br	-0.89	0.02	.
O=C(CN1CCOCC1)Nc1ccccc1Cl	0.12	0.14	4
Nc1scc(-c2ccncc2)c1Cl	1.4	0.83	-24
COc1ccc(-n2cnc3cc(NS(=O)(=O)c4ccccc4)ccc32)cc1	0.71	1.9	-12
CC1CCN(S(=O)(=O)N2CCC(C(=O)NC3CCCC3)CC2)CC1	.	.	36
Cc1ccccc1CN(C)CCc1ccccn1	.	.	23
O=C(COC(=O)CC(c1ccccc1)c1ccccc1)NCc1ccc(Cl)cc1	-0.52	-0.08	-38
CC(C)c1ccccc1NC(=S)NC1CCN(Cc2ccccc2)CC1	0.26	0.08	.
Cc1ccnc(N2CCN(C(=O)CSc3nc4ccccc4nc3N3CCCCC3)CC2)c1	-2.9	-1.8	-34
N#Cc1c(N)n(C2CCCCC2)c2nc3ccccc3nc12	-0.73	0.29	.
Cc1ccsc1C(=O)OCC(=O)Nc1cccc(S(=O)(=O)NC2=NCCCCC2)c1	.	.	18
CCCCn1nnc(NC(=O)CCC)n1	0.66	0.95	36
O=C(COc1ccc(S(=O)(=O)N2CCCC2)cc1Cl)NCc1ccco1	-0.13	1.5	-53
O=C(CSc1nc2ccccc2c(=O)n1-c1ccc(F)cc1)Nc1cc(S(=O)(=O)N2CCOCC2)ccc1Cl	-0.46	-0.53	-23
O=c1c2c(nc3nc(NCc4cccc5ccccc45)[nH]n13)CCC2	.	.	-64
O=C(NCCN1CCOCC1)Nc1ccc(Cl)cc1	-0.28	-1.2	53
O=C1NC(=S)N/C1=C/C=C/c1ccccc1	.	.	-9
CC(C)CC(COCc1cccc(C(F)(F)F)c1)N1CCN(C(=O)c2cccc(C(F)(F)F)c2)CCC1=O (stereo unspecified)	0.45	1.4	-59
C/C(=N\NC(=O)C1CC1c1ccccc1)c1ccc(C)s1 (stereo unspecified)	-0.59	0.53	.
CC(CCc1ccccc1)NC(=O)c1cccnc1 (stereo unspecified)	-0.03	-0.25	-29
Cn1cc(CC(=O)NCCCN2CCCC2)c2ccccc21	1.2	0.56	i
N#Cc1c(/N=C/N2CCOCC2)sc2c1CCCCC2	-0.48	-0.53	.
COC(=O)c1ccc(C)c(NC(=O)CCNC(=O)c2ccc([N+](=O)[O-])cc2)c1	0.79	0.87	.
O=S(=O)(c1cccc(NC(=S)N2CCN(c3ccccc3F)CC2)c1)C(F)F	-0.37	-0.36	.
O=C(CCCOc1ccccc1)OCn1nnc2ccccc2c1=O	.	.	7

# A different layout for some results above:
COc1ccc(-n2cnc3cc(NS(=O)(=O)c4ccccc4)ccc32)cc1
- SDO1 yeast rescue: 0.71
- SDO1 yeast rescue Rescue 24 h: 1.9
- INS promoter inh: -12
C/C(=N\NC(=O)C1CC1c1ccccc1)c1ccc(C)s1 (stereo unspecified)
- SDO1 yeast rescue: -0.59
- SDO1 yeast rescue Rescue 24 h: 0.53
- INS promoter inh: .
O=C(NCCN1CCOCC1)Nc1ccc(Cl)cc1
- SDO1 yeast rescue: -0.28
- SDO1 yeast rescue Rescue 24 h: -1.2
- INS promoter inh: 53
CC(CCc1ccccc1)NC(=O)c1cccnc1 (stereo unspecified)
- SDO1 yeast rescue: -0.03
- SDO1 yeast rescue Rescue 24 h: -0.25
- INS promoter inh: -29

# (listing goes on)
Structure	SDO1 yeast rescue	SDO1 yeast rescue Rescue 24 h	INS promoter inh
CCCCN(CCCC)Cc1cc2ccccc2c2c1COC2	1.2	2.2	-24
CC1CCN(Cc2c(O)ccc3c(=O)c(-c4nc5ccccc5s4)c(N)oc23)CC1	-1.9	-1.2	-12
O=C(C1CCC(CNc2nc(=S)[nH]c3ccccc23)CC1)N1CCN(c2ccc(F)cc2)CC1 (stereo unspecified)	.	.	-8
CCOC(=O)N1CCC(NS(=O)(=O)c2ccc3c(c2)oc(=O)n3C)CC1	1.2	1.6	.
CC(=O)Nc1ccc2[nH]c(C)cc(=O)c2c1	1.1	1.1	-42
Cc1noc(C)c1COc1ccc(C(=O)OCC(=O)Nc2ccc3c(c2)OCO3)cc1	-0.71	-0.31	-14
CCN(CC)S(=O)(=O)c1ccc(Cl)c(C(=O)Nc2cc(C)nn2-c2ccccc2)c1	0.54	0.79	-23
O=C(COC(=O)/C=C/c1ccc(Cl)cc1Cl)NCCC1=CCCCC1	0.12	-0.42	.
CCC1(C)Nc2ccccc2C(=O)N1O (stereo unspecified)	3.5	2.7	-18
COCCn1c(CN(Cc2ccccc2)Cc2ccccc2)nc2c1c(=O)n(C)c(=O)n2C	-0.72	-0.61	.
Cc1ccccc1NC(=O)/C(C#N)=C\c1ccsc1	-0.49	-0.48	-44
CC(C)NS(=O)(=O)c1ccc(OCC(=O)Nc2cccc3ccccc23)cc1	0.41	-0.47	-42
O=P(CO)(Cc1ccccc1)Cc1ccccc1	-0.37	-0.6	6
CSc1cccc(NC(=O)c2nnn(Cc3ccccc3)c2N)c1	-1.6	-1.3	.
CC[C@H](C)[C@@H](NC(=O)O[C@@H]1C(=O)c2cc(Br)ccc2O[C@H]1c1cccc(OC)c1)C(=O)OC	-0.96	-0.71	10
O=C(CSc1nc2c([nH]c3ccccc32)c(=O)n1-c1ccccc1)N1CCOCC1	-0.99	-1	.
COc1cc2nc(/C=C/c3ccc(N(C)C)cc3)sc2cc1SC	-1.6	-1.4	.
CCOC(=O)c1sc(-c2ccccc2)cc1NC(=O)CSc1nnnn1C	-1.6	-1.1	.
CCC(C)NC(=O)c1ccc(-n2c(=S)[nH]c3ccccc3c2=O)cc1 (stereo unspecified)	.	.	18
NC(=NC(=O)c1ccccc1)C1=C(O)CCC1=O	-0.09	-0.73	.
CC1=CC(C)(C)N(C(=O)C(C)N2C(=O)c3ccccc3C2=O)c2c(C)cc(C)cc21 (stereo unspecified)	-1.1	-0.83	-21
CCOC(=O)c1ccccc1NC(=O)CN(c1ccccc1OC)S(C)(=O)=O	-0.88	-0.42	-17
CCOc1ccc(S(=O)(=O)N(CC(=O)Nc2cc(C)on2)Cc2ccccc2Cl)cc1	-1.5	-1.8	3
O=C1C=C(NNC(=O)c2cccnc2)CC(c2ccco2)C1 (stereo unspecified)	.	.	-31
CCOC(=O)N1CCC(NS(=O)(=O)c2cc3c(cc2C)NC(=O)CO3)CC1	0.83	0.75	.

# The results go on:
# Under each structure – SDO1 yeast rescue, SDO1 yeast rescue Rescue 24 h, INS promoter inh
N#Cc1c(N2CCCCC2)nc(N)c2c(N)nc3c(c12)CC(c1ccccc1)O3 (stereo unspecified)
  -0.83, -0.25, 9
CCn1c(-c2cccc(Br)c2)n[nH]c1=S
  -1.1, -1.4, -57
O=C(Cc1csc(Nc2nc(=S)[nH]c3ccccc23)n1)N1CCN(c2cccc(C(F)(F)F)c2)CC1
  ., ., 21
COc1ccccc1N1CCN(C(=O)c2ccc(N3CCCC3=O)cc2)CC1
  -0.63, -0.78, 26
COc1ccc(F)cc1S(=O)(=O)NC1CCCCCC1
  -0.44, -0.33, -1
N#CC1=C(N)Oc2c(ccc3ccccc23)C1c1ccsc1 (stereo unspecified)
  -1.4, -1.4, 14
O=C(CCCC(=O)OCC(F)(F)C(F)F)Nc1ccc(NC(=O)CCCC(=O)OCC(F)(F)C(F)F)cc1
  -1, -1.4, -49
COc1cc(CNCCc2ccc(S(N)(=O)=O)cc2)ccc1OCC(=O)N1CCCCC1
  0.97, 0.33, .
CN(C(=O)COC(=O)c1cc(Br)c(Br)s1)C1CCS(=O)(=O)C1 (stereo unspecified)
  0.61, 0.43, -21
CC1(C)C2CCC1(C)C(OCC[N+](C)(C)CC(=O)OC1CCCCC1)C2 (stereo unspecified)
  -1.4, -0.85, 23
C=CCOc1ccc2oc(=O)cc(C)c2c1
  0.11, -0.26, -33
COc1ccc(C(=O)Cc2cc(OC)c(OC)cc2[N+](=O)[O-])c(OC)c1
  -0.75, -0.92, .
CC(=O)c1ccc(NC(=O)CSc2nnc(Cn3cnc4ccccc43)o2)cc1
  ., ., 11
COCCNc1oc(COc2cccc(C)c2)nc1C#N
  0.64, 0.32, -156
COC(=O)c1c(S(C)(=O)=O)nc(-c2ccccc2)[nH]c1=O
  1, 0.63, 14
Cn1c(CN2CCCCC2)nc2cc(NC(=O)c3ccccc3)ccc21
  0.31, 1.4, -25
CCOc1ccc(NC(=O)CCCOc2cc(=O)n(C)c3ccccc23)cc1
  -0.57, -0.64, 13
CC(C)NC(=O)c1ccccc1NC(=O)C1COc2ccccc2O1 (stereo unspecified)
  0.02, 0.09, -275
CCCCOC(=O)c1ccc(NC(c2ccc(C)cc2)P(=O)(OC)OC)cc1 (stereo unspecified)
  -1.8, -1.4, -3
Nc1ccc(-c2cc(N)n(-c3ccccc3)n2)cc1
  0.35, 0.83, .

# (next part)
# Under each structure – SDO1 yeast rescue, SDO1 yeast rescue Rescue 24 h, INS promoter inh
CCOC(=O)c1c(C)c(-c2ccccc2)n(CC(=O)NCCC(C)C)c1C
  -2.2, -1.4, .
CC(C)Cn1c(N)c(C(=O)COC(=O)c2ccc(Cl)cc2)c(=O)n(C)c1=O
  ., ., -28
O=C(c1ccc(Cn2cc(Cl)cn2)cc1)N1CCN(c2ccccc2)CC1
  -0.13, 0.1, 12
O=C(NCc1ccco1)Nc1ccc2nsnc2c1
  0.85, 0.35, 0
CNC(=O)NC(=O)COC(=O)/C=C/c1cccc(Br)c1
  ., ., 33
CSc1cc(-c2ccc(Cl)cc2)c(C(=O)N2CCCC2)s1
  -0.26, -0.27, 11
Cn1c(=O)c2c(nc(N3CCCCC3)n2CCNC2=NCCC2)n(C)c1=O
  0.67, -0.33, .
Cc1cccc(NC(=O)C2CCN(c3nccc(C)n3)CC2)c1
  -0.59, -1.1, 0
CC(C)OC(=O)CSc1nnc(-c2ccc(Cl)cc2Cl)n1N
  0.34, -0.51, 36
NC(=O)c1nsc(C(=O)N(c2cccc(F)c2)C(C(=O)NCC2CCCO2)c2cccs2)c1N (stereo unspecified)
  ., ., i
COC(=O)c1cc2sccc2n1Cc1ccc(C)cc1
  -1.5, -1.7, .
CC1(C)CC(=O)C(C=NCCN2CCOCC2)=C(O)C1
  0.39, 0.4, -45

# Records listed above marked active in INS promoter inh:
# Under each structure – SDO1 yeast rescue, SDO1 yeast rescue Rescue 24 h, INS promoter inh
Cc1ccc2c(Cl)c(C)c(N3CCCC3)nc2n1
  -0.23, 0.21, 77*
